Ba/F3 V617F tox – loss of viability in JAK2V617F-driven Ba/F3 cells; 220,000 tested, 1.1% active; Ba/F3 EpoR-JAK2V617F viability, ATP luminescence; inhibition, % at 5.6 µM;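 active = inhibition above the campaign mean plus 3 SD over all tested compounds, cut at about 24% in these data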;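 note: cytokine-independent growth of Ba/F3 cells driven by EpoR plus mutant JAK2; 0% = DMSO-treated cells and 100% = JAK inhibitor I control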
Wee1 stabilizer – inhibitors of human Wee1 degradation; reporter increase, % at 5 µM; HeLa Luc-Wee1K328M stability, luciferase luminescence; 100% = proteasome inhibitor MG132 effect; 220,000 tested, 1.2% active;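 active = activation above the mean of all tested compounds plus 3 SD, set per screening run, cut at about 8.8% in these data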;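 note: cells exposed to compound for 20 h before luminescence read; 0% = DMSO alone and 100% = MG132 at 30 µM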
Target sequence (P30291 whole entry K328M): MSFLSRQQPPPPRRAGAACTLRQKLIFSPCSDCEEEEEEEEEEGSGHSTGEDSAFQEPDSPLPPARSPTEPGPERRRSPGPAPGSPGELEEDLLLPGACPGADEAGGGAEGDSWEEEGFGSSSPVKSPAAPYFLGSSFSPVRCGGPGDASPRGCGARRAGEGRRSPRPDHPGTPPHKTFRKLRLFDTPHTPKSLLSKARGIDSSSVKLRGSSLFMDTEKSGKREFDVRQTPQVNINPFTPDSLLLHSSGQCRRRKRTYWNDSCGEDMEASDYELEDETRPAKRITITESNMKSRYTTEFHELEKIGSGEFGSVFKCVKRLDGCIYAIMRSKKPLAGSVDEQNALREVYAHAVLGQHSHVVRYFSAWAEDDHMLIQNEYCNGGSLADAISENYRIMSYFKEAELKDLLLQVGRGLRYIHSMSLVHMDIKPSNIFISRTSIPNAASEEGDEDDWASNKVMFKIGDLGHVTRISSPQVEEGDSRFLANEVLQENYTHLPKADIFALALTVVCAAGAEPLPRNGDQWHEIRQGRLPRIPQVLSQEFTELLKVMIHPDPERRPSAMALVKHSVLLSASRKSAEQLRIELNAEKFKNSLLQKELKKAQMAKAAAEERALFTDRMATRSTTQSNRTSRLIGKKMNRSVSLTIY
TNF necrop inh – inhibitors of TNF-alpha induced necroptosis in Jurkat FADD-/- cells; Jurkat FADD-/- TNF necroptosis rescue, ATP luminescence, 24 h; 0 = TNF only, 100 = no-TNF cells; activation (protection from cell death), % at 10 µM; 220,000 tested, 0.068% active;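 active = activation, meaning protection from cell death, of at least 50% relative to plate controls; inactive = activation below 50%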;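 note: necroptosis triggered by 40 ng/mL TNF-alpha added together with compound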
TRPML3 agonist – agonists of human TRPML3 channel. Q8TDD5. HEK293 TRPML3-YFP, Fluo-8 calcium fluorescence; 100% = the carbachol control signal. activation, % at 3 µM. 220,000 tested, 0.29% active. AID 1448;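 active = activation above its plate's cutoff, the mean activation of the plate's test wells plus 3 SD, cut at about 12% in these data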;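 note: 0% = DMSO only wells and 100% = carbachol wells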
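Test system: HEK293 cells stably carrying human TRPML3-YFP; Doses: single dose, 3 µM final nominal compound, 0.3% DMSO final; Schedule: dye loading 1 h 37 °C then 30 min ambient, 125 s read; Technique: Fluo-8 calcium fluorescence; Benchmarks: high control carbachol 87 µM, low control DMSO.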
TRPN1 ag – agonists of zebrafish TRPN1 channel; 220,000 tested, 0.18% active; AID 1424; HEK293 zebrafish TRPN1-YFP, Fluo-8 calcium fluorescence; 100% = response to 87 µM carbachol; activation, % at 3 µM;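 active = activation above its plate's cutoff, the mean activation of test wells on that plate plus 3 SD, cut at about 19% in these data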;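 note: 0% = DMSO alone and 100% = 87 µM carbachol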
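Material: zebrafish TRPN1-YFP in HEK293 cells; Doses: single test compound dose, 3 µM nominal, 0.3% DMSO; Timing: dye loading 1 h at 37 °C, then 30 min room temperature; Technique: intracellular calcium fluorescence with Fluo-8; Benchmarks: high carbachol 87 µM, low DMSO alone.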
CHOP inh – blocks CHOP induction under ER stress | CHO-K1 CHOP-promoter luciferase, tunicamycin-induced, 15-18 h | inhibition, % at 10 µM | 220,000 tested, 3.8% active;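 active = compounds that reduced the stress-induced luciferase reporter signal by more than about 70% of percent inhibition, limit read from the data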;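 note: 0% = tunicamycin plus vehicle and 100% = wells without tunicamycin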
BaF3 parental – parental Ba/F3 viability inhibition as JAK2V617F counter-screen | inhibition, % at 5.6 µM | 220,000 tested, 1.1% active | CellTiter-Glo ATP luminescence;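 active = inhibition above a per-campaign cutoff, the mean inhibition of all tested compounds plus 3 SD, cut at about 27% in these data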;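 note: 0% = DMSO wells and 100% = JAK Inhibitor I control wells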
RBBP9 inh – blocks human serine hydrolase RBBP9; 220,000 tested, 0.2% active; inhibition, % at 7.94 µM; O75884; recombinant RBBP9, FP-Rh probe fluorescence polarization;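 active = inhibition above the campaign mean of all tested compounds plus 3 SD, cut at about 14% in these data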;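 note: plate controls were DMSO wells with RBBP9 for no effect and wells lacking RBBP9 protein for full effect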
Target sequence (O75884 whole entry, looked up): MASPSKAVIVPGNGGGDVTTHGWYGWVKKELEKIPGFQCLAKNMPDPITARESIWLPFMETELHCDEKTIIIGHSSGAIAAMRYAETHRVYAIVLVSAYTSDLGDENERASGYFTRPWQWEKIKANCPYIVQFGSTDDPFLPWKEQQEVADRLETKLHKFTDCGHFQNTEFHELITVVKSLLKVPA
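Measured by: FP readout at 525/598 nm; material: recombinant human RBBP9; also added: Serine-hydrolase probe FP-Rh, 375 nM pre-mixing; medium: Tris buffer pH 8.0, NaCl, Pluronic; replication: one well per compound; doses: one concentration, 7.94 µM nominal, 0.794% DMSO; timing: preincubation 30 min plus labeling 45 min at 25 °C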
PPC-1+TRAIL kill – kills PPC-1 cancer cells in the presence of TRAIL; PPC-1 cells + TRAIL, ATPLite viability luminescence; cell killing (% activity), % at 4 µM; 220,000 tested, 0.41% active;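 active = cell killing above 50% in the first pass at 4 µM, then a duplicate retest at 5 µM averaging 50% or more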;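 note: plate controls were cells with TRAIL plus DMSO for no effect and medium-only wells lacking cells for full effect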
Active calls of the source: *; · = not tested or not shown.

SMILES	Ba/F3 V617F tox	Wee1 stabilizer	TNF necrop inh	TRPML3 agonist	TRPN1 ag	CHOP inh	BaF3 parental	RBBP9 inh	PPC-1+TRAIL kill
COc1cccc(CCc2nnc(CCC(=O)NCCc3cccc(C)n3)o2)c1	2	-1	-0.3	0.4	1.9	5	9	3	5
Cc1cc(C(=O)NCc2nc(-c3ccccc3)no2)ccc1[N+](=O)[O-]	3	3	-0.8	1.1	-0.8	-6	1	0	-2
COc1ccc(C2(O)CN(c3ccccc3)C3=[N+]2CCS3)cc1OC (configuration not stated)	12	-3	1.1	0.3	-0.2	-1	20	-4	25
CN1CCN(c2ccccc2NC(=O)c2ccccc2F)CC1	-3	1	0.1	0.6	0.7	1	1	-9	14
O=C(c1ccccc1)c1cc([N+](=O)[O-])ccc1N1CCOCC1	71*	0	-2.2	0.9	0.6	16	74*	-9	12
CSc1nnnn1-c1c(C)cc(C)cc1C	-4	-1	0.2	0.5	-0.4	4	-1	1	12
Oc1c(Br)cc(Br)cc1C=Nc1ccc2c(c1)OCCO2	-1	-2	-3.4	1.1	0.5	36	3	-4	26
COc1ccc(/C=C/c2c([N+](=O)[O-])c(=O)n(C)c(=O)n2C)cc1	-4	-1	1.9	0.1	-0.4	29	-2	-5	23
CCC(C)[C@H](NC(=O)N1CCN(C)CC1)C(=O)OC (some centres not stated)	-2	-3	0.8	1.2	1.1	-4	6	-3	-5
N#Cc1nc(-c2ccccc2)oc1N1CCCCC1	-2	-4	1.2	-0.1	-1.3	-22	3	1	9
C=CC[N+](C)(C)CCN1C(=O)C2C(c3ccccc3)C=CC(c3ccccc3)C2C1=O (configuration not stated)	-4	-3	0.1	-0.2	-1.5	9	1	-6	16
CCOc1ccc2[nH]c(=O)c(CN(CCO)C(=O)c3ccc(Br)cc3)cc2c1	-1	0	0.2	-0.5	-0.8	10	-3	-5	2
OCCSc1nc(-c2ccccc2)nc2c1CCC2	8	1	0.7	-0.1	-1.4	-11	14	0	19
CS(=O)(=O)N(CC(=O)N1CCN(Cc2ccc3c(c2)OCO3)CC1)c1ccc2c(c1)OCO2	2	-2	-0.3	0.3	1.0	17	3	-4	20
Cc1c(C(c2cccc([N+](=O)[O-])c2O)c2c(C)n(C)n(-c3ccccc3)c2=O)c(=O)n(-c2ccccc2)n1C	6	-3	-1.7	-0.5	0.2	0	12	-1	-6
O=c1c(Cc2ccc(Cl)cc2)c(O)ccn1Cc1ccncc1	6	0	0.3	0.5	-0.7	6	10	-2	5
Cc1cccc(NC(=O)C2CC(=O)OC23CCCC3)c1 (configuration not stated)	-4	-2	-0.5	0.5	-0.1	31	-1	1	-2
Cc1cccc(C(=O)NC(=S)NCc2cccnc2)c1	-2	0	0.2	-0.4	-1.4	-9	3	-2	18
CCOC(=O)c1c(-c2cccc([N+](=O)[O-])c2)csc1NC(=O)CCCOc1ccccc1OC	2	1	-4.2	0.7	1.6	10	7	-7	-7
CCc1ccnc(NS(=O)(=O)c2ccc3c(c2)CCO3)c1	-1	2	0.6	0.5	1.0	5	0	-6	-1
COc1cc(/C=C2/NC(=O)NC2=O)cc(Br)c1OCc1cccc(C(=O)O)c1	1	0	-0.6	0.3	0.3	5	5	-3	16
CCOC(=O)N1CCN(c2c(NCCN3CCN(Cc4ccccc4)CC3)c(=O)c2=O)CC1	-1	4	0.2	0.3	0.0	1	4	5	13
CCc1ccc2nc(SCC(=O)N3CC(=O)Nc4ccccc43)c(C#N)cc2c1	4	1	-13	1.0	0.0	19	6	-1	6
Cc1cc(OC(=O)c2ccccc2Cl)ccc1N1C(=O)CCC1=O	-2	-1	-0.2	1.2	0.1	9	8	-2	28
O=C(NCCc1cccc(Cl)c1)c1cccs1	-2	1	1.0	0.0	-1.2	4	4	-10	9
COc1ccc2cc3c(N)nn(C(=O)Cc4ccc(Cl)cc4)c3nc2c1	3	1	-0.8	0.2	-0.1	83*	6	0	5
COc1ccccc1N1CCN(CC(=O)NC(=O)NCc2ccco2)CC1	1	1	0.7	0.5	-1.0	12	7	-11	4
C=CCn1c(C(CCC(C)C)CC(C)(C)O)n[nH]c1=S (configuration not stated)	-3	0	-3.0	0.5	0.8	-9	3	-2	-7
CC1(CC(=O)O)C(=O)N=C2C=CC=CN21 (configuration not stated)	5	3	-0.8	0.8	1.3	39	7	4	1
Cc1nnc2sc(-c3csc4c3CCCC4)nn12	6	2	-3.9	-0.3	-3.0	32	9	-2	18
C/C(=C\C(=O)c1ccc(Br)cc1)Nc1ccc(Cl)cc1	2	2	1.0	0.6	1.0	-12	92*	-5	37
Cc1ccc(CNC(=O)CN(C)S(=O)(=O)c2cnc[nH]2)cc1	3	2	-0.3	0.4	0.3	2	6	-5	40
CC(CCc1ccccc1)NC(=O)CCN1N=C(c2ccccc2)CCC1=O (configuration not stated)	2	1	1.6	-0.1	-1.4	26	3	-6	19
Cc1cc(-c2nnc(SCC(=O)Nc3nc(-c4ccc(Cl)cc4)cs3)o2)no1	-2	-3	1.4	-0.5	1.5	13	-3	-1	9
CCOC(=O)c1ccc2c(c1)nc(SCc1cn3ccsc3n1)n2CC	2	3	-5.3	-1.1	-0.8	28	4	-5	9
COc1cc(CCCN2C(=S)NC[C@@H]2c2ccccc2)cc(OC)c1OC	0	2	0.3	0.5	-1.6	2	-6	-1	-16
O=C(CCCCCCN1C(=O)c2ccccc2C1=O)Nc1nccs1	1	-1	0.1	1.1	3.9	15	7	-10	34
CCN(CCN(C)C)C(=O)c1ccc2c(c1NCCO)C(=O)c1ccccc1C2=O	1	-2	2.0	0.8	0.1	13	5	-8	26
CCOc1ccc(NC(=O)c2c(OC)cccc2OC)cc1	-1	-3	-0.3	1.5	1.0	19	5	-1	·
CCN(CC)CCn1c(O)c(N=O)c2ccccc21	1	0	-0.2	1.5	0.0	17	0	-9	10
CC(C)Cn1c(N)c(C(=O)COC(=O)c2c(F)cccc2F)c(=O)n(C)c1=O	-2	7	-1.5	2.6	3.6	34	3	-10	7
CCOC(=O)c1ccc(NC(=O)c2cn(CCC#N)nc2-c2ccc3c(c2)OCCO3)cc1	-2	0	3.2	0.2	0.5	2	2	-9	1
CC(C)CN1C(=O)c2ccc(C(=O)Nc3nccs3)cc2C1=O	2	0	1.5	1.0	2.3	-26	3	-8	19
CCCCCCCCCCCCOC(=O)C[N+](C)(C)C	8	-2	-15	0.5	-1.0	15	12	-5	-20
O=S(=O)(c1cccc(-c2cn3cccnc3n2)c1)N1CCCCCC1	-1	3	-0.3	0.4	0.9	-14	3	-6	0

Reprinted from the results shown (nine entries):
SMILES	Ba/F3 V617F tox	Wee1 stabilizer	TNF necrop inh	TRPML3 agonist	TRPN1 ag	CHOP inh	BaF3 parental	RBBP9 inh	PPC-1+TRAIL kill
C/C(=C\C(=O)c1ccc(Br)cc1)Nc1ccc(Cl)cc1	2	2	1.0	0.6	1.0	-12	92*	-5	37
Cc1ccc(CNC(=O)CN(C)S(=O)(=O)c2cnc[nH]2)cc1	3	2	-0.3	0.4	0.3	2	6	-5	40
CC(CCc1ccccc1)NC(=O)CCN1N=C(c2ccccc2)CCC1=O (configuration not stated)	2	1	1.6	-0.1	-1.4	26	3	-6	19
Cc1cc(-c2nnc(SCC(=O)Nc3nc(-c4ccc(Cl)cc4)cs3)o2)no1	-2	-3	1.4	-0.5	1.5	13	-3	-1	9
CCOC(=O)c1ccc2c(c1)nc(SCc1cn3ccsc3n1)n2CC	2	3	-5.3	-1.1	-0.8	28	4	-5	9
COc1cc(CCCN2C(=S)NC[C@@H]2c2ccccc2)cc(OC)c1OC	0	2	0.3	0.5	-1.6	2	-6	-1	-16
O=C(CCCCCCN1C(=O)c2ccccc2C1=O)Nc1nccs1	1	-1	0.1	1.1	3.9	15	7	-10	34
CCN(CCN(C)C)C(=O)c1ccc2c(c1NCCO)C(=O)c1ccccc1C2=O	1	-2	2.0	0.8	0.1	13	5	-8	26
CCOc1ccc(NC(=O)c2c(OC)cccc2OC)cc1	-1	-3	-0.3	1.5	1.0	19	5	-1	·

(further entries)
SMILES	Ba/F3 V617F tox	Wee1 stabilizer	TNF necrop inh	TRPML3 agonist	TRPN1 ag	CHOP inh	BaF3 parental	RBBP9 inh	PPC-1+TRAIL kill
O=C(COc1ccccc1)N1CCc2ccccc2C1	-3	-2	-0.7	0.0	-0.9	-35	2	-9	9
Cc1ccccc1N(CC(=O)NC1CCCC1)C(=O)c1oc(C(C)(C)C)cc1C	-1	-2	-4.0	0.4	0.9	15	-3	-3	17
COCCCn1c(-c2ccc(S(=O)(=O)N3CCOCC3)cc2)csc1=Nc1ccccc1	-1	1	-5.0	1.0	-0.4	68	3	11	-11
COc1ccc(Cl)cc1S(=O)(=O)N1CCN(C(=O)c2cc(OC)c(OC)c(OC)c2)CC1	3	1	0.1	0.9	1.8	-27	5	2	33
O=C(CN1CCN(c2ccc(F)cc2)CC1)Nc1ccccc1[N+](=O)[O-]	0	-2	1.6	1.4	2.2	26	1	-7	-13
O=C1NC(c2ccncc2)Nc2ccccc21 (configuration not stated)	-3	-2	-2.7	-0.4	0.5	12	0	0	-14
NC(=S)NNC(=O)c1ccccc1Cl	-2	-1	0.6	1.4	1.7	-15	-1	-6	2
CCOC(=O)C1(CCc2ccccc2)CCN(C(=O)c2cc(C)nc(C)n2)CC1	-4	7	0.9	0.1	0.5	17	3	-6	-6
COc1ccc([N+](=O)[O-])cc1NC1CCCCC1	-4	-2	-9.8	0.2	0.4	5	-1	-10	25
COc1ccc(OC)c(NC(=O)C2CC(=O)n3ncnc3N2)c1 (configuration not stated)	-2	-4	-1.1	0.7	-0.5	16	0	-2	32
Nc1cc(Oc2cccnc2)cc([N+](=O)[O-])c1	-3	1	-0.4	0.2	-0.4	11	-2	-6	15
CCCC(=O)Nc1nc2ccc(NC(=O)c3c(F)c(F)c(OC)c(F)c3F)cc2s1	82*	11*	-3.5	0.4	-0.4	33	83*	-19	6
O=C(OCN1C(=O)c2ccccc2C1=O)c1cccs1	2	-3	0.8	1.3	0.1	-31	94*	3	26

Screening data as filed in PubChem.
